Diaph inh CS: counter-screen for diaphorase-based assays: diaphorase inhibitors and chemical oxidizers; diaphorase resazurin-to-resorufin fluorescence, NADH, 16 min; bacterial (C. kluyveri) enzyme, not human; inhibition, % at 20 µM; 0.69% of 190,000 active; AID 1217;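 active = primary screen inhibition at 20 µM above a set limit, cut at about 50% in these data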;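 note: plate controls were DMSO with full reaction for no effect and wells lacking NADH for full effect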
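Assay system: diaphorase enzyme from Clostridium kluyveri. Quantity: enzyme working solution with 0.14 U/mL diaphorase. Schedule: reaction incubation of 16 min at room temperature. Technique: resorufin fluorescence, excitation 544 nm, emission 590 nm. Controls: No-NADH positive control and DMSO neutral control.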
APP 5UTR inh: APP translation inhibition | SH-SY5Y APP 5'UTR-luciferase reporter, luminescence | inhibition, % at 2 µM | 0.82% of 190,000 active | AID 1285;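 active = inhibition above a set limit, derived from the sample mean plus 3 SD, cut at about 45% in these data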; note: values of inactives mirror those of a sister screen read the other way
TLR4-MyD88 BLA: TLR4-MyD88 interaction inhibition in cells; O00206+Q99836; HeLa CL3-4 TLR4/MyD88 BLA complementation, FRET ratio; inhibition, % at 8.4 µM; 0.18% of 200,000 active; AID 861; in the data active = inhibition above about 25%;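 note: 0% = vehicle and 100% = reference inhibitor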
Target sequence (O00206 whole entry, looked up): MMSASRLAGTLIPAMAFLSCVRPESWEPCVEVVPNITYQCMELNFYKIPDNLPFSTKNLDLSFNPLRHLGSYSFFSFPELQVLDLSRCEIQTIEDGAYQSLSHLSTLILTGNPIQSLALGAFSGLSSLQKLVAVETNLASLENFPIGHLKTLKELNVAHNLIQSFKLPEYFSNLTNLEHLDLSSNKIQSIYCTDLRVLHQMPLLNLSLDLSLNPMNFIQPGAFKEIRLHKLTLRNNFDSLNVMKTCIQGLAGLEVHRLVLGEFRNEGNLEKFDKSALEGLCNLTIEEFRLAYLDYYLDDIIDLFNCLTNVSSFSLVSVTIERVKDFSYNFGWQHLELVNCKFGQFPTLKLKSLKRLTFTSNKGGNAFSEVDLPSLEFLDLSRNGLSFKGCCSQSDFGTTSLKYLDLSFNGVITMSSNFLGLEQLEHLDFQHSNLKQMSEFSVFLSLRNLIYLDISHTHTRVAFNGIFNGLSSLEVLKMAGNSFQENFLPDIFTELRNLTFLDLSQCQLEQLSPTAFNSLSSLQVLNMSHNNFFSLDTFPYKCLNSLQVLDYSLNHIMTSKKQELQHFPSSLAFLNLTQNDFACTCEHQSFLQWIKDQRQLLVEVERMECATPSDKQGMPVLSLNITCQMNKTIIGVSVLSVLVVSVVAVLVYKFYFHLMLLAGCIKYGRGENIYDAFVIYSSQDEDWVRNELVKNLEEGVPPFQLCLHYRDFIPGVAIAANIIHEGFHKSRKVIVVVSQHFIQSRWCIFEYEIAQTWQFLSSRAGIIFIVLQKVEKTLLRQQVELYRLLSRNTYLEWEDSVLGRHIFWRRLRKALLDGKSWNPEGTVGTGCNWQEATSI
Target sequence (Q99836 whole entry, looked up): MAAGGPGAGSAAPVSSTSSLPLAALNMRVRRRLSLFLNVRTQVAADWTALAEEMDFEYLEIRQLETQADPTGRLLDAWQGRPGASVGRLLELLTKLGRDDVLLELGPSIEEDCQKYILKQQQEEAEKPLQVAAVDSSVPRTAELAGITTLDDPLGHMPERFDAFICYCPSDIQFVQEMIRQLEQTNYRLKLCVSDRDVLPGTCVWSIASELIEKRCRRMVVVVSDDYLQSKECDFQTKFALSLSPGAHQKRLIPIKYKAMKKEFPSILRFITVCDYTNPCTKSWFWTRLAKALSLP
APP 5'UTR act: APP 5'UTR luciferase reporter activation. SH-SY5Y APP 5'UTR luciferase reporter, luminescence; zero percent = DMSO vehicle wells. activation, % at 2 µM. 1% of 190,000 active. AID 1276;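 active = activation above a set limit, based on mean plus 3 SD of controls, cut at about 140% in these data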; note: values of inactives mirror those of a sister screen read the other way
G6PDH CS: counter-screen for G6PDH assay hits: L. mesenteroides G6PDH inhibition. inhibition, % at 5 µM. Purified L. mesenteroides G6PDH, diaphorase/resazurin coupled fluorescence, 45 min. 0.12% of 200,000 active; in the data active = inhibition above about 50%
FLuc inh counter: inhibits firefly luciferase, flagging false hits in luciferase inhibition screens | 1.5% of 200,000 active | P08659 | ATPLite firefly luciferase biochemical luminescence, 10 min | AID 1006 | inhibition, % at 10 µM;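 active = inhibition above about 50% when tested at 10 µM, limit read from the data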
Diaphorase act: counter-screen for diaphorase-based assays: diaphorase activators and chemical reducers | Diaphorase/resazurin coupled assay, resorufin fluorescence, 16 min; stronger effect = higher value; 1 = vehicle wells, 0 = NADH-free wells | 0.005% of 190,000 active | AID 1229 | activation factor at 20 µM;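 active = diaphorase activity raised at least twofold by the compound at 20 µM; inactive = activation factor below 2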
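Assay system: Purified diaphorase enzyme from Clostridium kluyveri | Amount: Enzyme 0.07 U/mL final | Dosing: Compound 20 µM once, DMSO 1% | Timing: 16 min reaction at room temperature | Detection: Fluorescence, excitation 544 nm and emission 590 nm | Evaluation: Higher resorufin formation from activation or reduction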
STAT1 act: STAT1 signaling activation | NIH 3T3 STAT1-luciferase reporter, IFN-gamma, luminescence; 100% = IFN-gamma alone, no compound | activation (% of control), % at 5.5 µM | 2.6% of 200,000 active | AID 932;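 active = activation above the screen-wide mean activation plus 3 SD, cut at about 130% in these data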;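 note: raw ratio to IFN-gamma control signal so 100% means no change and 0% no light; values of inactives mirror those of a sister screen read the other way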
FLuc stim CS: affects firefly luciferase, flagging false hits in luciferase stimulation screens | P08659 | ATPlite luciferase biochemical, luminescence, 10 min; 0 = ATP-free wells, 1 = DMSO control | activation factor at 10 µM | 200,000 tested, under 10 active | AID 1027;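 active = luciferase activation factor, scaled between plate controls, of at least 2 with compound at 10 µM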
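Material: Luciferase/luciferin reagent mix; Doses: test compounds dosed from 2 mM stocks in 100% DMSO; Schedule: 10 min incubation after luciferase reagent addition, room temperature; Measured by: luminescence from luciferase reaction; Read-out: luminescence gain marking luciferase activators.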
NF-kB neuron act: raises NF-kB expression in human neuronal cells; NF-kB reporter expression; stronger effect = higher value; fold change at 12.5 µM; 1.6% of 190,000 active; AID 1239; in the data active = fold change above about 3.3
Active calls of the source: *; . = not tested or not shown.

SMILES	STAT1 act	FLuc stim CS	Diaphorase act	TLR4-MyD88 BLA	Diaph inh CS	FLuc inh counter	NF-kB neuron act	APP 5'UTR act	APP 5UTR inh	G6PDH CS
C=CCNC(=O)c1onc(CSc2cc(C)cc(C)c2)c1C(=O)O	95	1	1	0	2	-3	1.2	28	-28	2
CCOc1ccc(N(C(=O)c2ccccc2Cl)C2=NC(C)(C)CS2)cc1	117	1	0.8	-9	21	-3	1.4	15	-14	3
COc1ccnc(Oc2ccccc2)c1C#N	97	1.1	0.9	-13	9	-8	1.2	9	-9	1
COc1ccc(/C(C)=N/NS(=O)(=O)c2cc(C)ccc2C)c(OC)c1	105	1	0.9	-8	14	-1	1.1	4	-4	3
Cc1ccc(Cl)cc1NC(=O)c1ocnc1C	94	1	0.9	-9	13	-4	0.99	-7	7	2
O=C(Nc1nc(-c2cccs2)cs1)c1ccc(Cl)s1	108	0.9	0.9	8	9	6	1.7	-9	9	-4
CN(c1ccc(OCC(=O)OCC(=O)Nc2c(F)c(F)c(F)c(F)c2F)cc1)S(=O)(=O)c1ccc(F)cc1	90	1.1	0.8	-5	24	-7	1.3	12	-12	6
CN(Cc1cn(-c2ccccc2)nc1-c1ccc(F)cc1)C(=O)CCC(=O)O	90	0.9	1	-7	4	9	1.3	5	-5	-3
CCOC(=O)c1sc(C)nc1C1CCN(C(=O)OCC)CC1	99	1.1	0.9	6	11	-6	0.87	1	-1	-4
CCCSC1=N/C(=C\c2ccc([N+](=O)[O-])o2)C(=O)S1	100	1	0.6	-22	41	-4	1.1	19	-19	4
c1csc(-c2nn3c(C4COc5ccccc5O4)nnc3s2)c1 (centres undefined)	102	1	1	2	2	-3	1.8	23	-23	3
COc1cc2c(cc1C1NC(=S)NC(C)=C1C(=O)N(C)C)CCCC2 (centres undefined)	108	1	0.9	-9	11	-3	1	-12	12	3
O=C(Cn1cnc2c(nnn2Cc2ccccc2)c1=O)c1ccccc1	102	1.1	0.9	4	12	-6	1	15	-14	-1
CC(=O)Nc1cc(-c2nn(C)c(=O)c3ccccc23)ccc1N1CCOCC1	98	1	0.9	-8	8	-3	1.2	9	-9	3
Cc1cc(C)nc(N2CCN(C(=O)c3ccc(S(=O)(=O)N4CCCCCC4)cc3)CC2)n1	102	1	1	-4	-3	0	1.4	-9	9	-1
O=C(/C=C/c1ccc(Br)cc1)NC(=S)Nc1ccc(S(=O)(=O)Nc2nccs2)cc1	111	1.1	0.8	-9	17	-8	0.94	-3	3	-22
O=C(NCc1ccc(C(F)(F)F)cc1)C1CC(c2ccccc2[N+](=O)[O-])=NO1 (centres undefined)	98	1	1	-8	3	-4	0.86	19	-19	8
COC(CNC(=O)c1ccc2c(c1)ncn2-c1ccc(F)c(F)c1)OC	121	1	1	-11	2	-2	1.1	17	-17	6
CC(C)c1ccc(-c2nnc(N)s2)cc1	133*	0.2	0.9	-1	12	80*	3.8*	62	-62	2
CCn1c(C(C)NC(=O)c2cccc(C)c2)nc2ccccc21 (centres undefined)	98	1	1.1	-1	-14	-3	0.88	1	-1	28
Cc1[nH]n(-c2ccccc2)c(=O)c1/C=N/N1C(=O)c2cccc3cccc(c23)C1=O	110	0.9	1	2	2	10	0.98	-9	9	14
CCOc1ccccc1N1CCN(C(=O)C(F)(F)F)CC1	104	1.1	1	-7	5	-10	1.5	10	-10	4
Cc1ccc(-n2nnc3ccccc3c2=O)cc1C	134*	0.9	0.9	3	15	12	2.1	86	-86	11
Cc1csc2nc(=O)c3ccccc3n12	104	1	0.8	-4	16	-4	1.1	-17	17	-5
COCCn1c(C)cc(C(=O)CSc2ccc3ccccc3n2)c1C	121	1	0.8	1	17	0	2.1	46	-46	-4
CCOc1ccccc1NC1c2ccccc2C(=O)N1Cc1ccco1 (centres undefined)	99	1.1	0.8	-4	22	-6	1.1	-2	2	5
Cc1cc(C)cc(N(C(C)C(=O)N2CCOCC2)S(C)(=O)=O)c1 (centres undefined)	112	1	1.1	8	-14	0	1.2	10	-10	11
O=C(CSc1cccc[n+]1[O-])Nc1ccccc1Oc1ccccc1	101	1.1	1	5	4	-8	1	6	-6	2
Cc1nnc(NC(=O)CSc2nnc(Cc3cccn3C)n2-c2cccc(C)c2C)s1	96	1	0.9	-16	12	-4	1.1	-6	6	-2
CCC(C(=O)Nc1cnccn1)c1ccccc1 (centres undefined)	100	1	1	5	-3	0	1.1	14	-14	35

Single entries from the entries so far:
TLR4-MyD88 BLA, `O=C(NCc1ccc(C(F)(F)F)cc1)C1CC(c2ccccc2[N+](=O)[O-])=NO1` (centres undefined) reads -8
FLuc stim CS, `O=C(/C=C/c1ccc(Br)cc1)NC(=S)Nc1ccc(S(=O)(=O)Nc2nccs2)cc1` reads 1.1
G6PDH CS, `Cc1ccc(-n2nnc3ccccc3c2=O)cc1C` reads 11

Following part.
SMILES	STAT1 act	FLuc stim CS	Diaphorase act	TLR4-MyD88 BLA	Diaph inh CS	FLuc inh counter	NF-kB neuron act	APP 5'UTR act	APP 5UTR inh	G6PDH CS
Cc1ccc(SCCC(=O)OC(C(=O)NC(N)=O)C(C)C)cc1 (centres undefined)	91	1	0.9	-21	10	2	.	12	-12	10
COc1ccc(C(=O)CN2C(=O)c3ccccc3C2=O)c(OC)c1C	96	1	0.8	-16	16	-4	1.4	5	-5	-15
O=c1oc2ccccc2c(N2CCOCC2)c1[N+](=O)[O-]	106	1	1.1	-11	-8	-3	1	-16	16	16
Nc1c(-c2cccc(Cl)c2)cnn1-c1cccc(C(F)(F)F)c1	107	1	0.8	5	19	1	1	23	-23	7
CN(c1ccccc1)S(=O)(=O)c1cc(C(=O)c2nccn2C)ccc1Cl	103	1	0.9	3	12	0	0.49	-10	10	4
CC(=O)Nc1cccc(NC(=O)c2c(-c3ccccc3)noc2C)c1	107	1	0.9	-7	10	-4	0.79	-13	13	-2
Cn1nc(C(=O)Nc2ccc(S(=O)(=O)N3CCOCC3)cc2)c2ccccc2c1=O	99	1.1	0.9	-10	14	-6	1.1	14	-14	4
O=C(Nc1ccccc1-c1ccccc1)c1cc(C(F)(F)F)cc(C(F)(F)F)c1	103	1.1	0.9	-4	10	-6	0.96	0	0	1
CCOc1ccc(C(C)=O)cc1CSC(=N)N	82	1.1	0.9	10	6	-6	.	-19	19	9
COc1ccc(S(=O)(=O)N2CCOCC2)cc1NC(=O)CN1CCCC1	92	1	0.9	7	10	-1	1.1	3	-3	5
CCC(C)Sc1nc2c(c(=O)[nH]1)C(c1cccs1)C1=C(CCCC1=O)N2 (centres undefined)	90	1	0.9	-2	9	-2	1.1	-17	17	-2
CC1(C)Cc2c(sc(NC(=O)c3ccco3)c2C(=O)O)CO1	94	0.5	0.8	-4	18	47	1.2	6	-6	3
O=C(Nc1ccc2c(c1)CCC2)C1CCN(c2c3c(nc4ncnn24)CCC3)CC1	75	1	0.8	-13	19	-5	0.41	8	-8	11
CC(C)c1ccc(N(CC(=O)Nc2ccc(S(=O)(=O)N3CCOCC3)cc2)S(C)(=O)=O)cc1	103	1.1	1	8	0	-9	0.52	-4	4	2
C=C(C)CSC1=C(C#N)C(c2ccccc2)CC(=O)N1 (centres undefined)	89	.	.	-3	.	.	.	-7	7	.
CCOC(=O)C1=C(C)C2C3C(=O)N(c4ccc(C)cc4C)C(=O)C3C1(C)C1C(=O)N(c3ccc(C)cc3C)C(=O)C21 (centres undefined)	106	1	0.8	-1	17	-4	0.98	6	-6	2
Nc1c(C(=O)Nc2ccc(S(=O)(=O)N3CCCC3)cc2)sc2nc3cc4c(cc3cc12)CCC4	119	1	0.8	2	24	3	1	31	-31	-16
Cc1ccccc1NC(=O)C1CC(=O)OC12CCOC(C)(C)C2 (centres undefined)	101	1	1	-4	1	-1	1.1	2	-2	11
CC(=O)Oc1ccc2oc(=O)c3c(c2c1)CCCN3C(=O)CN1CCOCC1	92	1	1	-13	-2	1	1.2	-7	7	1
O=C(N/N=C/c1ccc(Cl)cc1)Nc1ccccc1	110	1	0.9	-5	14	4	1.9	36	-36	1
O=C(CS(=O)CC(=O)N(CC(=O)NC1CCCC1)C1CCCCC1)Nc1ccc(F)cc1 (centres undefined)	98	1	0.9	-7	12	-3	1.1	-12	12	4
O=C(C1CC1)N1CCc2cc(Br)cc(S(=O)(=O)NCc3ccc4c(c3)OCO4)c21	102	1	0.9	3	14	0	1.3	-14	14	5
CC1Cc2ccccc2N1C(=O)CSc1nnnn1C1CCCC1 (centres undefined)	101	1.1	1.1	-8	-14	-5	1	-9	9	11
Cn1c(=O)c2c(nc(NCc3cccnc3)n2Cc2ccc(Cl)cc2)n(C)c1=O	89	1.1	0.9	-4	10	-6	0.8	1	-1	7

Complete entries, quoted from the list.
Cn1nc(C(=O)Nc2ccc(S(=O)(=O)N3CCOCC3)cc2)c2ccccc2c1=O across the screens: STAT1 act = 99; FLuc stim CS = 1.1; Diaphorase act = 0.9; TLR4-MyD88 BLA = -10; Diaph inh CS = 14; FLuc inh counter = -6; NF-kB neuron act = 1.1; APP 5'UTR act = 14; APP 5UTR inh = -14; G6PDH CS = 4
CC1Cc2ccccc2N1C(=O)CSc1nnnn1C1CCCC1 (centres undefined) across the screens: STAT1 act = 101; FLuc stim CS = 1.1; Diaphorase act = 1.1; TLR4-MyD88 BLA = -8; Diaph inh CS = -14; FLuc inh counter = -5; NF-kB neuron act = 1; APP 5'UTR act = -9; APP 5UTR inh = 9; G6PDH CS = 11
